Compound activity from PubChem BioAssay.
ERG Ets-DNA blk = blocks human ERG Ets domain binding to DNA; P11308; fluorescence polarization, His-ERG Ets domain / labelled DNA; Potency, µM (top dose mostly 76.9 µM), inactives show top-dose FP activity, negative = inhibition, hits mostly inhibitors; 370,000 tested, 0.028% active; active means well fitted inhibition curve with a large enough effect in the polarisation, with a control signal flat; inconclusive means small, poorly fitted or top-dose-only effect, or effect the other way, or a change in a side signal; inactive means no such curve, though single readings can be large or run the other way; the % refers to the polarisation;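 further: polarization taken with two DNA probes labelled with fluorescein and Texas red; potency means the concentration at half of the fitted maximal effect; % of control where 0% means no effect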
Target sequence (P11308 whole entry, looked up, the tested form may be a part): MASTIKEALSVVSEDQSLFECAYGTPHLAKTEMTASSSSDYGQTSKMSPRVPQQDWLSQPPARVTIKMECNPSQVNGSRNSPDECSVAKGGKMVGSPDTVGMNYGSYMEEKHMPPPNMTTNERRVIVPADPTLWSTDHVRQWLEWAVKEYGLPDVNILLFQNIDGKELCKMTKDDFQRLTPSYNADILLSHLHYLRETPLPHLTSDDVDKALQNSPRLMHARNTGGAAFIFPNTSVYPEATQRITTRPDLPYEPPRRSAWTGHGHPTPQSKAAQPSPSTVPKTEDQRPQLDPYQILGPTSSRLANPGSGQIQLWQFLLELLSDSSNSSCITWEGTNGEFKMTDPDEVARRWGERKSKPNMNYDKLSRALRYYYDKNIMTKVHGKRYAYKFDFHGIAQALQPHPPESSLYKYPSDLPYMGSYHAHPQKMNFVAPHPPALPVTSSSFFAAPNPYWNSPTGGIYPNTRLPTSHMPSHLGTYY
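His-tagged ERG Ets domain (1 uM in the protein solution; 300mM KCl, 50mM Tris-HCl, 1mM EDTA, 1mM DTT, pH 7.5) received compound, then a probe mix of 5 nM fluorescein-DNA and 100nM Texas-615-DNA. Fluorescence polarization was read for both dyes.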
PI4K2A block = blocks human PI4K2A kinase activity. Q9BTU6. purified PI4K2A, ADP-Glo luminescence, 1 h; stronger effect = lower value. activity change, negative = inhibition, % at 76.9 µM. 420,000 tested, 0.13% active. AID 1346378; in the data active means activity change below about -50%; inconclusive means mostly about -30% to -49%;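 further: -100% = wells without enzyme as full effect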
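ADP-Glo luminescence measured ADP generated by PI4K2A enzyme (4 ug/mL before mixing) with 1.2 mM PI substrate (pre-mix) and 300 microM ATP (pre-mix). Tris pH7.5 buffer with MgCl2, Triton X-100; 1 h reaction at ambient temperature.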
HP1b binding inh = inhibitors of HP1-beta chromodomain binding to methylated histone tails; P83916; AlphaScreen HP1-beta / biotin-H3K9me3 peptide binding; Potency, µM (top dose mostly 114 µM), without a hit: at the top dose activity change, negative = inhibition, most hits filed as inhibitors; 390,000 tested, 0.56% active; further: potency means the concentration at half of the fitted maximal effect; nearly all actives have a fitted effect of over 70% in size; inactives centre near 23
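AlphaScreen: HP1-beta (50 nM) preformed 30 min with biotin-H3(1-18)K9me3 peptide (50 nM) in PBS pH 7.4, 0.01% Tween-20. Compound added for 30 min at RT, then streptavidin donor/nickel chelate acceptor beads (10 ug/mL) for 30 min.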
ALOX12 inh = ALOX12 (human) lipoxygenase inhibition; purified 12hLO, xylenol orange hydroperoxide absorbance; Potency, µM (highest dose often 108 µM), inactives show at the top dose activity change, negative = inhibition, most hits filed as inhibitors; 580,000 tested, 1.1% active; AID 1671190; further: potency means the concentration at half of the fitted maximal effect; on the % scale 0 is the no-effect control and ±100 the full control effect
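Purified human 12hLO at 150 nM in 25 mM Hepes, 0.01% Triton X-100, pH 7.0, preincubated 15 min at room temperature with compound. Reaction started with 40 uM arachidonic acid, 30 min at room temperature. Hydroperoxide measured by Fe-xylenol orange, 573/405 nm absorbance ratio.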
RGS4 inhibitor = inhibitors of human regulator of G protein signaling 4. 390,000 tested, 0.039% active. AID 504845. Transcreener GDP fluorescence polarization, RGS4-accelerated GTP hydrolysis. Potency, µM (top dose mostly 114 µM), for the others: at the highest dose activity change, negative = inhibition, usual class: inhibitors; further: potency means the concentration at half of the fitted maximal effect; on the % scale 0 is the no-effect control and ±100 the full control effect; nearly all actives have a fitted effect of over 75% in size; some results filed as inactive show a strong effect at the top dose
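MLSMR compounds (23 nl, pin-transferred) preincubated 10 min at room temperature with a 500nM (2x) first reagent, then RGS4 at 900nM (2x) plus Transcreener GDP mix added; fluorescence polarization (620/688 nm) read before and after 90 min at 30 °C.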
G9a block = inhibitors of human histone lysine methyltransferase G9a | Potency, µM (top dose mostly 102 µM), without a hit: top-dose activity, negative = inhibition, hits mostly inhibitors | 350,000 tested, 8.8% active | G9a H3K9 monomethylation, AlphaScreen, 2 h | Q96KQ7; further: potency means the concentration at half of the fitted maximal effect; on the % scale 0 is the no-effect control and ±100 the full control effect; nearly all actives have a fitted effect of over 75% in size
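Signal arises when biotinylated H3K9 peptide, once monomethylated, bridges streptavidin donor and antibody-captured acceptor beads. Enzyme at 20 nM was preincubated 15 min with test compounds; peptide 500 nM and SAM 20 uM then reacted for 2 h.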
JMJD2A Tudor inh = blocks the human JMJD2A Tudor domain. Potency, µM (doses to about 114 µM), without a hit: at the highest dose activity change, negative = inhibition, actives largely listed as inhibitors. O75164. AlphaScreen JMJD2A-Tudor / H3K4me3 peptide binding. 390,000 tested, 4.4% active; further: potency means the concentration at half of the fitted maximal effect; on the % scale 0 is the no-effect control and ±100 the full control effect; nearly all actives have a fitted effect of over 50% in size
GLS inhibitor = inhibitors of human glutaminase (GLS); O94925; GLS enzymatic activity, qHTS titration; Potency, µM (series often up to 45.5 µM), for the others: at the highest dose activity change, negative = inhibition, usual class: inhibitors; 410,000 tested, 0.21% active; further: potency means the concentration at half of the fitted maximal effect; on the % scale 0 is the no-effect control and ±100 the full control effect
Target sequence (O94925 whole entry, looked up): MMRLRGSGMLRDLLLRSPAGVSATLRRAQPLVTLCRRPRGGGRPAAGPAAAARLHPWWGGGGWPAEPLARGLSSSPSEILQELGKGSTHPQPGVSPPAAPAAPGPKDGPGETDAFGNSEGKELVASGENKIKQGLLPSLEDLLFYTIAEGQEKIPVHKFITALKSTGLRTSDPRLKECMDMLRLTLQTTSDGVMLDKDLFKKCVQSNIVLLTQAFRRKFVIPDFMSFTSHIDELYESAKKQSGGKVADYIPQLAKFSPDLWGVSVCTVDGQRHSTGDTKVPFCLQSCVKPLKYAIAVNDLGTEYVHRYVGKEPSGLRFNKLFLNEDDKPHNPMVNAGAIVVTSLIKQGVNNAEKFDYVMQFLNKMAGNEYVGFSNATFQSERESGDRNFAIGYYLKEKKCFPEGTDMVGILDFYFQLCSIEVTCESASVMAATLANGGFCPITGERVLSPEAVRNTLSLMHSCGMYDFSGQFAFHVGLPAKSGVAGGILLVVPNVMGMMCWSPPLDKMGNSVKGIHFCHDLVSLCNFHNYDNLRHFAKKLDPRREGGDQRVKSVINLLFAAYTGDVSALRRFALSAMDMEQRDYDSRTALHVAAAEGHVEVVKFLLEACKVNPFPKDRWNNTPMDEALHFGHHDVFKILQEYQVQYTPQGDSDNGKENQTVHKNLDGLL
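Two-point fluorescence kinetic (t0, 30 min RT) for hKGA; glutamate detected via glutamate oxidase–HRP–Amplex Red. Substrate: 1 mM L-glutamine solution; buffer 45 mM KH2PO4, pH 8.2.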
BAZ2B inh = BAZ2B (human) inhibition; Q9UIF8; 360,000 tested, 4.4% active; Potency, µM (top dose mostly 114 µM), without a hit: at the top dose activity change, negative = inhibition, usual class: inhibitors; AlphaScreen BAZ2B-H3K14Ac peptide displacement; AID 504333; further: potency means the concentration at half of the fitted maximal effect; on the % scale 0 is the no-effect control and ±100 the full control effect; nearly all actives have a fitted effect of over 60% in size
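BAZ2B (50 nM) with biotin-H3(5-23)K14Ac peptide (50 nM) in PBS pH 7.4, 0.01% Tween-20, preformed 30 min, then compound 30 min at room temperature; top concentration 110uM. AlphaScreen streptavidin donor/nickel chelate acceptor beads (10 ug/mL final), 20 min dark, signal read.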
Starred values were filed as active, the others as inactive; ? = inconclusive; nt = not tested or not shown; & = joins results of further samples; [ ] = remark or other dose. Unless noted, the call rests on the fitted dose curve; in most records, active means well fitted curve in the direction sought with a large enough effect; inconclusive means small, poorly fitted or top-dose-only effect, or another doubt; inactive means no such curve, though single readings can be large; an effect the other way counts as inactive or inconclusive. An excerpt. The share of hits here may be higher or lower than overall.

Each structure is followed by: JMJD2A Tudor inh	RGS4 inhibitor	BAZ2B inh	PI4K2A block	ALOX12 inh	GLS inhibitor	G9a block	HP1b binding inh	ERG Ets-DNA blk
> Cc1cc(CN(C)C(=O)CC2C(=O)NCCN2CC(c2ccccc2)c2ccccc2)on1 (configuration not stated)
→ -2.7%	-15.9%	1.6%	-4.2	-15.9%	8.8%	nt	36.8%[activator]	1.0%
> O=C(NCc1cccc(C(F)(F)F)c1)c1ccc[nH]1
→ -9.3%	11.6%	-20.2%	1.5	-4.9%	0.9%	6.2%	17.9%	-4.5%
> CN1CCN(C(=O)/C=C/c2ccc(C#N)cc2)CC1
→ 9.8%	-5.2%	-1.2%	4.1	12.5%	11.0%	-0.4%	16.1%	-4.8%
> CC(C)[C@H](NC(=O)c1ccc(F)cc1)C(=O)N(C)Cc1cccs1
→ -9.1%	-0.4%	-3.6%	4.1	3.5%	1.7%	14.1%[12.7 µM]	17.6%	0.6%
> O=C(CCn1c(=O)oc2ccc(Cl)cc21)NCCCN1CCOCC1
→ -2.8%	-7.1%	-20.1%	-4.3	6.2%	-14.4%	-4.9%	38.5%	-0.9%
> Cc1cc(C(=O)COC(=O)c2cccc(NS(C)(=O)=O)c2)c(C)n1CC1CCCO1 (configuration not stated)
→ -18.0%	-39.7%	nt	5.1	?	0.6%	nt	9.0%	8.9%
> C[C@H](CO)N1C[C@H](C)[C@@H](CN(C)S(=O)(=O)c2ccc(F)cc2)Oc2c(NC(=O)Cc3ccccc3)cccc2C1=O
→ -15.2%	9.0%	nt	2.4	-2.6%	-3.9%	nt	35.7%	2.2%
> COc1ccc(Cl)cc1NC(=O)Nc1cnccn1
→ 3.5%	-3.3%	?	0.3	-18.9%	0.4%	4.5%	8.4%	20.2%
> CC(=O)c1sc(Nc2nc3ccc(F)cc3s2)nc1C
→ 7.2%	-15.2%	4.5%	-4.0	0.0%	38.4%[activator]	54.6%[activator][59 µM]	55.0%[activator]	0.9%
> N#Cc1ccc(-c2cn(-c3ccccc3)c3[n+]2CCCS3)cc1
→ -11.7%	-46.3%	-7.5%	1.1	?	-0.7%	-43.9%	-18.2%	6.2%
> O=C(CSc1nc2ccccc2c(=O)[nH]1)Nc1ccc(Br)cc1
→ -17.2%	-3.9%	-16.6%	0.4	-2.4%&-13.3%	0.8%	31.0%	21.7%	-11.8%
> COc1ccc(CNC(=O)c2ccc(CS(=O)Cc3ccccc3Cl)o2)cc1 (configuration not stated)
→ -12.8%	-22.0%	-15.3%	-2.4	-12.1%	1.2%	9.9%[59 µM]	33.9%	-1.0%
> N#Cc1ccc(OCc2nnc(SCC(=O)N3CCCc4ccccc43)n2-c2ccccc2)cc1
→ -10.7%	6.5%	-2.9%	1.4	0.0%	-1.0%	18.6%[59 µM]	32.1%	-0.4%
> CC(=O)c1c(NC(=O)C(C)C)nc(C)nc1-c1ccccc1
→ 19.9%	-5.0%	-33.7%	4.1	24.3%	-1.9%	6.4%[12.7 µM]	23.8%	-7.3%
> CC(C)(C)NC(=O)CSc1nc2ccc(NC(=O)CSc3nnnn3Cc3ccccc3)cc2s1
→ -8.5%	-14.4%	9.4%	-8.9	3.8%	-3.3%	?	1.4%	-9.2%
> CCOc1cc(C)c(C(C)C)cc1S(=O)(=O)N1CCN(C)CC1
→ -7.1%	11.4%	9.0%	-0.8	0.0%	6.3%	5.4%[12.7 µM]	21.8%	3.8%
> CC1(C)Cc2ccccc2-c2nnc(SCC(=O)N3CCN(c4ccccc4)CC3)n21
→ -27.6%	20.7%	-36.9%	-0.8	-1.0%	18.6%	-25.1%[12.7 µM]	22.9%	-2.3%
> COC(=O)CNC(=S)NC(=O)c1ccc(C(C)(C)C)cc1
→ -31.8%	-49.1%[56.9 µM]	-22.6%	-1.0	?	-5.6%	17.8µM*	21.7%	11.4%
> C=CCn1c(N)c(C(=O)NCC2CCCO2)sc1=S (configuration not stated)
→ 4.6%[11.4 µM]	-1.6%[11.4 µM]	0.8%	2.1	0.0%	8.3%	0.7%[12.7 µM]	-21.1%	10.4%
> CC(=O)N1CCCc2cc(S(=O)(=O)N3CCCC(C(=O)NCc4ccc(Cl)cc4)C3)ccc21 (configuration not stated)
→ -8.6%&-3.5%	22.1%&-41.4%	-3.3%[57.1 µM]	-17.8&-7.4	6.7%&-17.2%	1.7%&-7.4%	31.6%	22.8%	9.5%&3.1%
> CC(C)(O)c1cc2ccccc2c(=O)o1
→ -18.6%	26.9%	nt	5.9	-7.3%	5.5%	nt	41.3%[activator]	-6.9%
> O=C1CC(N2CCN(Cc3ccccc3)CC2)C(=O)N1c1ccc2c(c1)OCCO2 (configuration not stated)
→ -0.6%	6.9%	?	-2.4	-7.6%	1.4%	?	67.4%[activator]	10.3%
> CCN1CCN(c2nc3c(C)cccn3c(=O)c2/C=C(\C#N)S(=O)(=O)c2ccccc2)CC1
→ -15.0%[57.1 µM]	-10.3%[11.4 µM]	-33.9%	-1.8	-12.2%	6.6%	-19.3%[59 µM]	-11.0%	0.0%
> CN(C)c1c(N)[nH]c2c(c1=O)c(=O)n(C)c(=O)n2C
→ ?	10.4%	4.3%	2.0	?	25.2%	-2.1%[59 µM]	-11.3%	-2.4%
> Cc1ccc(NC(=O)COC(=O)Cn2ccc(=O)[nH]c2=O)cc1C
→ -5.3%	-10.3%	nt	-3.3	-4.3%	4.7%	nt	31.0%[activator]	-4.3%
> Cn1c(SCC(=O)NCc2ccc3c(c2)OCO3)nnc1C1COc2ccccc2O1 (configuration not stated)
→ -13.7%[11.4 µM]	-2.8%[11.4 µM]	-14.4%	-3.4	0.0%	-0.8%	7.7%[59 µM]	-16.4%	3.5%
> COc1ccc(C(=O)NC(CC(=O)O)c2cc([N+](=O)[O-])ccc2Cl)c(SC)c1 (configuration not stated)
→ -16.2%	?	nt	4.6	-6.8%	-2.7%	?	16.4%	12.0%
> CN(C(=O)COC(=O)c1ccccc1SCC(=O)NC1CCCCCCC1)C1CCS(=O)(=O)C1 (configuration not stated)
→ -4.5%	-17.2%	3.9%	3.5	-17.5%	-8.4%	-9.5%	27.9%	15.6%
> O=C(Cn1cc2c(n1)CCCCC2)NC1CCCCCC1
→ ?	?	-5.9%	-0.4	447.7%[activator]	3.3%	12.1%	3.1%	7.2%
> O=C(O)Cn1c(SC2CCCCC2)nc2ccccc21
→ -5.5%	-4.4%	-6.5%	2.8	13.7%	-7.5%	-1.4%	35.4%	2.3%
> O=C1C=CN(C(=O)Oc2ccccc2)CC1
→ -11.7%	2.9%	-8.1%	3.6	-6.0%	7.9%	-7.1%[59 µM]	19.4%	nt
> COc1ccc(-c2c3c(=O)n(C)c(=O)n(C)c3cn2NC(C)=O)cc1
→ ?	15.7%	-1.7%	-1.7	7.7%	2.0%	?	29.7%	nt
> OCCN1CCN(C(=S)Nc2ccccc2)CC1
→ 0.7%	-15.2%	0.6%	30.5	21.3%	-15.4%	-36.1%	26.2%	2.8%
> O=C(Nc1ccccc1F)C(Cc1ccccc1)N1Cc2ccccc2C1=O (configuration not stated)
→ -7.9%	9.0%	0.9%	-1.9	-27.1%	3.3%	-15.2%[59 µM]	25.3%	5.0%
> COc1ccc(N2CCN(c3ncnc4nc[nH]c34)CC2)cc1
→ -11.7%	-11.3%	4.3%	4.3	0.9%	7.8%	-18.1%	48.0%[activator]	-5.0%
> CNc1cc(=O)n(C)c(=O)n1-c1ccccc1
→ -4.7%	23.6%	nt	-3.0	14.5%	2.0%	nt	24.3%	-14.4%
> Cn1c(=O)[nH]c(=O)c2c1nc(N1CCCCC1)n2CCSc1ncccn1
→ -13.4%	11.4%	nt	6.3	13.6%&6.1%	-1.6%	nt	-1.5%	13.7%
> CCN1CCC(N(Cc2cccc(OC)c2)C(=O)Nc2cccc(C(F)(F)F)c2)CC1
→ -19.5%	-3.0%	-3.0%	-1.4	-3.6%	-2.0%	-6.0%[59 µM]	0.7%	0.8%
> CCOc1ccccc1CNC(=O)c1cc2n(n1)CCCN(Cc1ccc(C)cc1)C2=O
→ -24.8%	-3.0%	-10.7%	-2.0	7.6%	2.5%	14.7%[59 µM]	12.5%	0.8%
> O=C(CN(Cc1ccco1)C(=O)CNS(=O)(=O)c1ccccc1)NC1CCCCC1
→ -6.9%	-16.7%	3.2%	2.1	10.7%	1.5%	12.0%[59 µM]	37.9%	6.9%
> CC1CCCN(CCCN2C(=O)C3C(C(=O)Nc4cccc(Cl)c4)C4C=CC3(O4)C2C(=O)NC2CCCCC2)C1 (configuration not stated)
→ -13.0%	12.1%	0.0%	2.2	31.8%[activator]	10.1%	?	-5.1%	5.4%
> Cc1nnc(N2CCCC(C(=O)NCCN(C)C)C2)c2nn(-c3ccccc3)c(C)c12 (configuration not stated)
→ -10.7%	-1.3%	-29.2%	-0.4	-5.3%	6.9%	-30.8%[59 µM]	40.3%	-3.8%
> COc1ccc(CNC(=O)[C@H](C)NC(=O)[C@@H]2Cc3ccccc3CN2)cc1
→ -9.1%	-18.1%	?	-1.3	-24.2%	1.9%	70.8µM*	19.4%	-16.8%
> COc1ccc(-c2cn3nc(N4CCCC(C(=O)NCc5ccccc5Cl)C4)sc3n2)cc1 (configuration not stated)
→ -20.5%	-16.7%	-12.3%	-1.5	-1.5%	-2.0%	?	14.9%	-0.8%
